Screens deposited in PubChem BioAssay by University of Kansas High Throughput Screening Laboratory.
mHTT-CaM PPI inh: mHTT-calmodulin interaction abrogation | AlphaScreen His-mHTT/GST-CaM binding, luminescence | 3.6% of 190,000 active | AID 1671202 | inhibition, % at 15 µM;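 further: 0% = both proteins with DMSO and 100% = one protein alone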
Target sequence (P42858 whole entry, looked up, stated change not applied): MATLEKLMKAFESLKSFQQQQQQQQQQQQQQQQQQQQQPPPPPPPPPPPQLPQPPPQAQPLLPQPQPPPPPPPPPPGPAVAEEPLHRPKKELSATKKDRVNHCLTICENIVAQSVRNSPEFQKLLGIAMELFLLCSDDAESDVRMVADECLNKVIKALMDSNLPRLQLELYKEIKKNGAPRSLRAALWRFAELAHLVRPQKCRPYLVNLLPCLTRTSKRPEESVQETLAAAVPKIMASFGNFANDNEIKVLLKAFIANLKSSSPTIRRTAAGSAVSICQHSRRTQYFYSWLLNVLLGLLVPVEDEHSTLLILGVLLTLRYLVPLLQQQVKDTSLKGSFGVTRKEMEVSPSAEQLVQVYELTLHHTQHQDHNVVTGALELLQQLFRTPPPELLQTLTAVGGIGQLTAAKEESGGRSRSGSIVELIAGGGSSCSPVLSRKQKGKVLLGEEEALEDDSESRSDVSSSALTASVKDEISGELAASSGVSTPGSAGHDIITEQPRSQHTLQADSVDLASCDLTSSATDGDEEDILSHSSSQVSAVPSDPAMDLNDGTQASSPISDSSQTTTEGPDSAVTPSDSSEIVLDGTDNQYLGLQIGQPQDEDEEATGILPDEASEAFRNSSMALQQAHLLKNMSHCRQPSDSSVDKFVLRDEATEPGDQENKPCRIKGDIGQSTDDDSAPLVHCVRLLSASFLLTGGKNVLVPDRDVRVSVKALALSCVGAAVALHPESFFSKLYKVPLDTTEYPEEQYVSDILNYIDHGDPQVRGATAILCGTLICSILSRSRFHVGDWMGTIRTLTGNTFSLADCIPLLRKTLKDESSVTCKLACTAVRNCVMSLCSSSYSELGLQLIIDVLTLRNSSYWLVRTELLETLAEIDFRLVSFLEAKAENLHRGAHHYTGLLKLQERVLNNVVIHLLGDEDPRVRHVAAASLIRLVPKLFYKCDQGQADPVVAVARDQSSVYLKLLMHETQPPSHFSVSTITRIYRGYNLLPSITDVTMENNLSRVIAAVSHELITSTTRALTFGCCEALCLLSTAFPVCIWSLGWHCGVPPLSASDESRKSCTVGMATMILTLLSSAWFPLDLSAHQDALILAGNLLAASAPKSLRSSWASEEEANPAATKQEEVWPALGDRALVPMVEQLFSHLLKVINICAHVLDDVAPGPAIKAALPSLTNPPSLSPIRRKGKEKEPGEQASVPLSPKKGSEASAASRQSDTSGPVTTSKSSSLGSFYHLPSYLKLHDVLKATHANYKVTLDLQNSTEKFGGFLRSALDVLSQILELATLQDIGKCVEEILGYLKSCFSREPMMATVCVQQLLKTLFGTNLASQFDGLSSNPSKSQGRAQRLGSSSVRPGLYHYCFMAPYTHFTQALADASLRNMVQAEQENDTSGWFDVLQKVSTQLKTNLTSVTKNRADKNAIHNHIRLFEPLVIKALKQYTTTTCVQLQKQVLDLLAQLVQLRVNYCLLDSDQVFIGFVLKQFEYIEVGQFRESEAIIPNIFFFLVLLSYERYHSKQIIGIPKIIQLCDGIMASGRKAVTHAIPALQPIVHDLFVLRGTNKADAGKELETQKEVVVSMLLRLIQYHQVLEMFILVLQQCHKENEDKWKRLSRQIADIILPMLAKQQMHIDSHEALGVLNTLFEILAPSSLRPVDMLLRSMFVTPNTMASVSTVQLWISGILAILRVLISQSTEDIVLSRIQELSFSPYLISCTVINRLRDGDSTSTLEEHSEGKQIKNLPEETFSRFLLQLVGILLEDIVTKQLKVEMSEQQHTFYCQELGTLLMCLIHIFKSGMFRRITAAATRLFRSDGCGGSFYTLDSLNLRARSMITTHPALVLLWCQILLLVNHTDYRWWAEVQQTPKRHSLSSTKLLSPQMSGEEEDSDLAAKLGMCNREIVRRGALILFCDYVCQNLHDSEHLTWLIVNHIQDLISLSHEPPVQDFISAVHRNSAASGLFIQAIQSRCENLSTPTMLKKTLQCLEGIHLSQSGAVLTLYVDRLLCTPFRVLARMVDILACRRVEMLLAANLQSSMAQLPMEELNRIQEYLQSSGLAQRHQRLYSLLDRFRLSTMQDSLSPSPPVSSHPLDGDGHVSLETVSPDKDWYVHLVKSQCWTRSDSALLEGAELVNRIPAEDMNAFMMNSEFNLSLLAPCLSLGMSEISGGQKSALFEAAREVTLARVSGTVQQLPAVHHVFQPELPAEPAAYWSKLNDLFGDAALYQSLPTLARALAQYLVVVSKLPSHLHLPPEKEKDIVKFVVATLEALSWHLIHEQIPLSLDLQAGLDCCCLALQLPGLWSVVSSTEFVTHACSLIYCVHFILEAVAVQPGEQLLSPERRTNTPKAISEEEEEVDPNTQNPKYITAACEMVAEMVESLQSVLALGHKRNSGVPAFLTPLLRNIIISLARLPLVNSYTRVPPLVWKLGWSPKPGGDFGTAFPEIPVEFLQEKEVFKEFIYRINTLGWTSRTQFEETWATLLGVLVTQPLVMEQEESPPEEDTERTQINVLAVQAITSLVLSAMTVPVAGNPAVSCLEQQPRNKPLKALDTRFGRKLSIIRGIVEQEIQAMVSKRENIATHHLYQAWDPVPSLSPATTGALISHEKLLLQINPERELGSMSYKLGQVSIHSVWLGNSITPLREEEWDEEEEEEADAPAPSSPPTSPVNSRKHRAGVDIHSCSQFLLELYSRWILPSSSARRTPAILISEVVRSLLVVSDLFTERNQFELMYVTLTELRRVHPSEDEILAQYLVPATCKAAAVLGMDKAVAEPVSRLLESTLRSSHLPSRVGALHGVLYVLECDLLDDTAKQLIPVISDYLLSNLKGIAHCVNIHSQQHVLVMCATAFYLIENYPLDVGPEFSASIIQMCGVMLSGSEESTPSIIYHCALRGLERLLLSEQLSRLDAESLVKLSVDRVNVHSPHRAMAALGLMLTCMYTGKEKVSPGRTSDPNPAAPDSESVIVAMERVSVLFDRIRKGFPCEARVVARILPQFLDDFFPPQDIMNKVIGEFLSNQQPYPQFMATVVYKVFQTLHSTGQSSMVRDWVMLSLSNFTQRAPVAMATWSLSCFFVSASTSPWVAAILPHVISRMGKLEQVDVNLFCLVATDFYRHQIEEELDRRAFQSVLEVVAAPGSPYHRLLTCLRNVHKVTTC
Pf apPOL inh: Pf-apPOL DNA polymerase inhibition. Recombinant Pf-apPOL, molecular beacon fluorescence, 1.5 h. inhibition, % at 10 µM. 0.25% of 210,000 active. AID 1794808
The depositor's hits bear a star; i = inactive; . = not tested or not shown; & = joins results of further samples. No stated cut-off is given here; in the data, active means inhibition above about 50%; inactive means the rest. Not all compounds are listed (hit frequency here may not be typical).

SMILES	mHTT-CaM PPI inh	Pf apPOL inh
COc1ccc(C2C(C(=O)N3CCC4(CC3)OCCO4)c3ccccc3C(=O)N2C)cc1 (configuration not stated)	0	-10
COc1ccc(-c2cc3ccc(OC(=O)N(C)C)cc3oc2=O)cc1OC	-7	-7
O=C(C1CCC(=O)N1C1CCCC1)N1CCC2(CC1)OCCO2 (configuration not stated)	2	-9
O=c1oc2ccccc2c(O)c1C(c1ccccc1[N+](=O)[O-])c1c(O)c2ccccc2oc1=O	24	-5
Cc1nnc2n1-c1sccc1C(c1ccccc1)=NC2	.	11
O=C(c1ccco1)N1CC2CC(C1)c1cccc(=O)n1C2 (configuration not stated)	-8	1
N#CC1=C(N)Oc2c(c(=O)oc3ccccc23)C1c1cc([N+](=O)[O-])ccc1Cl (configuration not stated)	0	-6
Cc1nc2ccc(I)cc2c(=O)n1-c1ccc([N+](=O)[O-])cc1Cl	14	4
Cc1ccc(N2CCN(Cc3c(F)cccc3Cl)CC2)cc1	20	-4
NC(=O)CN1CC(O)CC1=O (configuration not stated)	.	-3
COc1ccc(-c2c(C)oc3cc(OC(=O)N(C)C)ccc3c2=O)cc1	-1	-19
CC(NC(=O)c1cn(C)c2ncccc12)c1cccnc1 (configuration not stated)	-6	-2
CCN1CCN(Cc2c(Cl)cccc2Cl)CC1	-7	0
CC(C)NC(C)C(=O)c1ccc2c(c1)CCCC2 (configuration not stated)	-4	-1
CN1C(=O)C(=Cc2cn(C)c3ccccc23)C(=O)N(C)C1=O	3	-17
CC(=O)Nc1cc(C(=O)N2CCC3(CC2)OCCO3)ccc1S(=O)(=O)c1ccc(Cl)cc1	5	9
CC1CN(C(=O)COc2ccccc2OC(=O)N(C)C)CC(C)O1 (configuration not stated)	.	-2
CCSc1nc2ccccc2c(=O)n1-c1ccccc1F	-38	-2
CCOc1ccccc1CN1CCN(c2ccc(Cl)cc2)CC1	13	-10
CC(=O)c1ccc(N2CCN(Cc3ccc(O)cc3)CC2)cc1	-1	-2
COc1ccc(CCNC2CCSC2)cc1OC (configuration not stated)	2	-5
O=C(C1CC(=O)N(C2CCCCC2)C1)N1CCC2(CC1)OCCO2 (configuration not stated)	0	-14
COc1cc(/C=C/[N+](=O)[O-])c(OC)cc1C	25	-4
COc1cccc(CN2CCN(Cc3ccccc3)CC2)c1OC	-2	4
COc1ccc2c(c1)C1(CCN(C(=O)c3ccccc3F)C1)C(=O)N2C (configuration not stated)	0	-2

More structures follow.
SMILES	mHTT-CaM PPI inh	Pf apPOL inh
Cc1cccc(-c2nc(C)c3c(n2)N(CCN2CCCC2)C(=O)C3)c1	34	5
COc1ccc2[nH]c(C)c(CCNCc3ccccn3)c2c1	50	1
O=C(CN1CCCCC1)c1ccc2c(c1)OCO2	0	-6
O=c1oc2ccccc2c(O)c1C1c2ccccc2Oc2c1c(=O)oc1ccccc21 (configuration not stated)	4	.
CCN(C(=O)C(Cl)(Cl)Cl)c1ccccc1C	-5	-5
COc1ccc(CCN(C)Cc2cccc([N+](=O)[O-])c2)cc1OC	6	-3
CN1CC2CCC1CC(=NO)C2 (configuration not stated)	.	-10&-2
Cc1[nH]nc2c1C(c1cc(F)cc(F)c1)SCC(=O)N2 (configuration not stated)	-4	1
CCOc1cc(CN2CCN(c3ccccc3)CC2)ccc1O	-2	-10
C=C(C)CN(CC)C1CCN(C)CC1	-6	3
COc1cccc(CN2CCN(c3ccc(F)cc3)CC2)c1	7	-5
CN(C)c1ccc(CN2CCN(c3ccccc3Cl)CC2)cc1	53*	-8
COc1ccc(-c2c(C)c3ccc(OC(=O)N(C)C)cc3oc2=O)c(OC)c1	5	-5
Cc1ccccc1CC(=O)N1CCN(Cc2noc3ccccc23)CC1	-6	6
OC1C2CCCC1C(N1CCCCC1)CC2 (configuration not stated)	-4	-2
Cc1ccccc1-n1c(CSc2ncccn2)nc2ccccc2c1=O	3	1
c1ccc(CN2CCN(C3CCCCC3)CC2)cc1	0	-13
NC(=NCCc1ccc(Cl)cc1)N[N+](=O)[O-]	.	-18
CNC(=O)O/N=C(/c1nonc1N)N1CCOCC1	i	3
N#CC(C#N)=NNc1ccc(F)c(F)c1F	.	5
Clc1ccc(C(Cl)(Cl)Cl)c(Cl)n1	0	-5
O=C1OC(c2cncc(Br)c2)=N/C1=C\c1ccc(F)cc1	-7	2
COC1=CC=C2C3Cc4ccc(OC)c5c4C2(CCN3C)C1O5 (configuration not stated)	.	-11
Cc1cccc(NC(=O)c2cccn(Cc3cccc([N+](=O)[O-])c3)c2=O)n1	-17	1
CC(=O)N1N=C(c2cccnc2)OC1(C)C	.	-5

Part of the list above, set out differently.
Values run as follows: mHTT-CaM PPI inh, Pf apPOL inh
> COc1ccc(-c2c(C)c3ccc(OC(=O)N(C)C)cc3oc2=O)c(OC)c1
    5, -5
> Cc1ccccc1CC(=O)N1CCN(Cc2noc3ccccc23)CC1
    -6, 6
> OC1C2CCCC1C(N1CCCCC1)CC2 (configuration not stated)
    -4, -2
> Cc1ccccc1-n1c(CSc2ncccn2)nc2ccccc2c1=O
    3, 1

Returning to the listing, starting 3 compounds before the break.
SMILES	mHTT-CaM PPI inh	Pf apPOL inh
COC1=CC=C2C3Cc4ccc(OC)c5c4C2(CCN3C)C1O5 (configuration not stated)	.	-11
Cc1cccc(NC(=O)c2cccn(Cc3cccc([N+](=O)[O-])c3)c2=O)n1	-17	1
CC(=O)N1N=C(c2cccnc2)OC1(C)C	.	-5
COc1ccc2c(c1)C1(CCN(S(=O)(=O)c3cccc(F)c3)C1)C(=O)N2C (configuration not stated)	3	-1
CC1(C)C2CC=C(CN3CCOCC3)C1C2 (configuration not stated)	-4	-2
Cc1cc(C(=O)Nc2ccccc2)nn1C(C)(C)C	.	-8
CC(C)Cc1ccc(C(C)C2=NCCN2)cc1 (configuration not stated)	-1	-3
Cc1ccccc1OCC(=O)N1CCN(C)CC1	-4	-7
COCCCNC(=O)Cn1cc(/C=C2\C(=O)NC(=O)N(c3ccccc3F)C2=O)c2ccccc21	11	-4
CN1CCN(C(=O)Cc2c(Sc3cccc(F)c3)[nH]c3ccccc23)CC1	7	-2
O=c1c2ccccc2nc(-c2cccnc2)n1-c1ccc(Br)cc1	4	1
COc1cccc(CN2CCN(c3ccccc3OC)CC2)c1	-2	2
COc1ccccc1OCCNc1ccc([N+](=O)[O-])c2cccnc12	17	-6
CCOc1ccc(/C=C/[N+](=O)[O-])cc1	19	-1
O=[N+]([O-])c1ccc(N2CCN(Cc3ccc(F)c(Br)c3)CC2)cc1	31	-1
Fc1ccccc1CN1CCN(c2cccc(Cl)c2)CC1	-12	-9
O=[N+]([O-])c1ccc(N2CCN(Cc3ccccc3)CC2)cc1	.	2&-3
O=C(CCCN1CCC2(CC1)C(=O)NCN2c1ccccc1)c1ccc(F)cc1	.	-6
C=CCNc1nc(Cl)nc(N2CC3CC(C2)c2cccc(=O)n2C3)n1 (configuration not stated)	-3	0
Oc1ccc(Cl)cc1CN1CCN(Cc2ccccc2)CC1	-13	6
O=c1c2ccccc2nc(/C=C/c2cccnc2)n1-c1ccc(F)c(Cl)c1	-3	-5
c1ccc2c(c1)ccc1c3ccc4ccccc4c3[nH]c21	.	7
CN1CCN(C2CC3CCC2C3)CC1 (configuration not stated)	-5	1
Fc1ccccc1N1CCN(Cc2cccc(Cl)c2)CC1	-26	-10
Clc1ccc(CN2CCCCC2c2cccnc2)cc1 (configuration not stated)	-3	-6
CC(=O)OC12CCC(=O)C=C1CCC1C3CCC(=O)C3(C)CCC12 (configuration not stated)	.	-4
O=c1[nH]c(=S)[nH]c(O)c1C=C1C=CC=N1	.	89*
O=C(Cc1ccccc1F)N1CCCN(Cc2noc(-c3ccccc3)n2)CC1	2	-4

Next section, overlapping the part above by two compounds.
SMILES	mHTT-CaM PPI inh	Pf apPOL inh
O=c1[nH]c(=S)[nH]c(O)c1C=C1C=CC=N1	.	89*
O=C(Cc1ccccc1F)N1CCCN(Cc2noc(-c3ccccc3)n2)CC1	2	-4
CCC(=O)N1N=C2C3CCN(CC3)C2C1c1ccc(Cl)cc1Cl (configuration not stated)	-6	-8
Clc1ccccc1CN1CCN(c2ccccc2Cl)CC1	-22	0
COc1ccc2c(c1)C1(CCN(C(=O)NCCc3ccccc3)C1)C(=O)N2C (configuration not stated)	9	-2
CC(C)C12CN3CC(C(C)C)(CN(C1)C3c1cccnc1)C2=O (configuration not stated)	-5	0
Brc1cccc(C2C=C(c3cccnc3)Nc3nnnn32)c1 (configuration not stated)	4	-1
COc1ccc2c(c1)C1(CCN(C(=O)c3ccc(C)c(F)c3)C1)C(=O)N2 (configuration not stated)	19	-6
COc1ccc(Cn2nnc(C(=O)O)c2C)cc1F	1	2
CCOC(=O)[C@]12Cc3c(cc(OC)c(OC)c3OC)[C@H]1N(C)C(=O)c1ccccc12	-17	-3
CC(C)c1ccc(N2C(=O)CC(=O)NC2=O)cc1	6	6
Cn1cc(C(=O)NCc2ccc3c(c2)OCO3)c2cccnc21	5	2
CN(C)C(=O)Oc1ccc2c(c1)OC(=Cc1cccnc1)C2=O	2	-11
COc1ccc2c(c1)C1(CCN(C(=O)C(C)C)C1)C(=O)N2C (configuration not stated)	-1	-6
Cc1cccc(-n2c(C)nc3ccccc3c2=O)n1	-2	-12
COc1cc(OC)cc(-n2nc(C(=O)N3CCC4(CC3)OCCO4)c3ccccc3c2=O)c1	10	0
COc1ccc(CCN(C)Cc2ccc(OC)c(OC)c2)cc1OC	-1	-8
O=[N+]([O-])c1cc(CN2CCN(c3ccccc3)CC2)ccc1O	3	-4
CCCCc1ccc(C=C(C#N)C#N)s1	12	.
CCNC(=O)N1CCC2(C1)C(=O)Nc1ccc(OC)cc12 (configuration not stated)	-4	-1
CC(C)N(CC#CCNC(=O)c1cn(C)nn1)C(C)C	-15	-2
COc1cccc(N2CCN(Cc3ccc(Cl)cc3)CC2)c1	12	-2
Cc1ccccc1CN1CCN(CCO)CC1	1	-3
Brc1ccc(CN2CCN(Cc3ccc4c(c3)OCO4)CC2)cc1	9&13	-2&-4
CN(C)CCC(=O)c1ccc(Br)cc1	13	-6
N#Cc1c(N=Cc2cc(Br)ccc2O)sc2c1C1CCN2CC1	1	1
CCOc1ncccc1CNC(=O)c1nn(C)c2ccccc12	-2	-1

Continued, overlapping the part above by 3 compounds.
SMILES	mHTT-CaM PPI inh	Pf apPOL inh
CN(C)CCC(=O)c1ccc(Br)cc1	13	-6
N#Cc1c(N=Cc2cc(Br)ccc2O)sc2c1C1CCN2CC1	1	1
CCOc1ncccc1CNC(=O)c1nn(C)c2ccccc12	-2	-1
CSc1ccc(CN2CCN(C)CC2)cc1	-4	-1
Cc1cccc(N2CCN(CCc3ccccc3)CC2)c1C	100*	-2
O=c1c2ccccc2nc(-c2ccccc2F)n1-c1ccccc1	1	7
C=CCSc1nc2ccccc2c(=O)n1-c1ccc(OC)cc1	-7	2
O=[N+]([O-])c1ccc2nc(N3CCNCC3)ccc2c1	.	-3
CC(C)c1ccccc1NC(=O)C(Cl)(Cl)Cl	-9	-1
O=C(O)c1cc([N+](=O)[O-])c(N2CC3CC(C2)c2cccc(=O)n2C3)c([N+](=O)[O-])c1 (configuration not stated)	-8	-3
COc1ccccc1-c1coc2cc(OC(=O)N(C)C)ccc2c1=O	0	-1
COc1ccc(N2CCN(Cc3ccc(Cl)cc3)CC2)cc1	34	-6
CCNc1nc(NC(C)C)nc(SC)n1	.	-251
CC(=O)OC1C2C(OC(=O)Cc3ccccc3)C(C)CC2(OC(C)=O)C(=O)C(C)=CC2C(CCC13CO3)C2(C)C (configuration not stated)	.	1
O=[N+]([O-])/C=C/c1ccc2c(c1)OCO2	.	-4
COc1ccc(Cl)cc1NC(=O)c1cn(C)c2ncccc12	-3	0
O=[N+]([O-])/C(Cl)=C(Cl)/C(=C1/NCCO1)[N+](=O)[O-]	22	0
O=C(NC1(C(F)(F)F)Oc2cc(Cl)c(Cl)cc2O1)N1CCC2(CC1)OCCO2	5	0
COc1ccccc1N1CCN(Cc2cc(C)ccc2C)CC1	-10	-3
CN(CCc1ccccc1)Cc1ccncc1	-6	-4
Cc1cccc(C)c1NC1=NCCCS1	.	-14
O=[N+]([O-])c1ccc(N2CCN(Cc3c(Cl)cccc3Cl)CC2)cc1	18	41
COc1cccc(Oc2coc3cc(OC(=O)N(C)C)ccc3c2=O)c1	7	-10
O=S(=O)(c1ccccc1)N1CCCC1c1cccnc1 (configuration not stated)	.	11
CSc1ccc(C2C3C(=NN2C(C)=O)C2CCN3CC2)cc1 (configuration not stated)	-4	-1
Ic1c(C2=CCCCC2)[se]c2ccccc12	-52	-5
CN1CCN(c2cc(N3CCNCC3)ccc2[N+](=O)[O-])CC1	4	9
COc1cccc(CN2CCN(c3cccc(Cl)c3)CC2)c1OC	-2	-2
O=[N+]([O-])c1cc(SC(F)(F)F)cc([N+](=O)[O-])c1N1CCNCC1	4	1
O=c1oc2ccccc2c(O)c1Cc1c(O)c2ccccc2oc1=O	.	8
Fc1cccc(CNCCc2ccc3c(c2)OCO3)c1	-12	-9
Cc1ccc(C=C(C#N)C#N)o1	0	.
